Screening data from PubChem.
BioA inh = inhibitors of Mycobacterium tuberculosis BioA enzyme; purified M. tuberculosis BioA enzyme, plate reader; 0.096% of 360,000 active; AID 602481; inhibition, % at 9.99 µM; in the data active = inhibition above about 40%
FadD28 binding = blocks FadD28 binding to the bisubstrate probe; 0.22% of 360,000 active; inhibition, % at 12.5 µM; fluorescence polarization; in the data active = inhibition above about 8.5%, passing the limit was not always enough
Yp Topo-I inh = inhibitors of Yersinia pestis topoisomerase I. Y. pestis Topo-I cleavage product accumulation, plate reader. activity, % at 10 µM. 0.064% of 360,000 active. AID 504884; in the data active = activity above about 50%, passing the limit was not always enough; also: inactives centre near 2
TcdB GH inh = inhibitors of Clostridioides difficile toxin B glycohydrolase; P18177; TcdB glycohydrolase enzymatic assay, plate reader; inhibition, % at 9.99 µM; 0.24% of 350,000 active; AID 652162; in the data active = inhibition above about 10%
Mtb UGM inh = blocks M. tuberculosis UGM enzyme; inhibition, % at 10 µM; P9WIQ1; purified UGM, fluorescence polarization probe displacement; 0.06% of 320,000 active; AID 504406; in the data active = inhibition above about 10%, passing the limit was not always enough
Target sequence (P9WIQ1 whole entry, looked up): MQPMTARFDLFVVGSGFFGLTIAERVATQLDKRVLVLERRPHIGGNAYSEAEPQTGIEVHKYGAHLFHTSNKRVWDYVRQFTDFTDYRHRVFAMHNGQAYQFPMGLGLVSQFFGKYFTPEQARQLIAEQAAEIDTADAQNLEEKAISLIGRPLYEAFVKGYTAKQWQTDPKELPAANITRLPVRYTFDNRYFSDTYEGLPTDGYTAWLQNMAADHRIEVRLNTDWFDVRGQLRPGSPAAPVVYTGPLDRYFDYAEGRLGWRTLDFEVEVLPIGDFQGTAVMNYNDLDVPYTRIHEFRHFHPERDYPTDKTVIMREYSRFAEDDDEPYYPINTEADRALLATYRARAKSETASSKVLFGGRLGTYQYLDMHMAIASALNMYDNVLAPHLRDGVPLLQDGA
Vc quorum ag = inducers of Vibrio cholerae quorum light production without autoinducers; V. cholerae BH1578 lux reporter, luminescence, 6 h; activation, % at 18.7 µM; 0.16% of 350,000 active; AID 588436; in the data active = activation mostly above about 9.7%, no sharp cut-off; also: not every result past the cut was called active; inactives centre near 0; reference of the scale not given here
GDH-TPI inh = GDH-TPI coupled enzyme inhibition counter-screen | GDH-TPI coupled enzyme counterscreen, NADH absorbance | inhibition, % at 4.8 µM | 1.2% of 360,000 active; in the data active = inhibition above about 30%;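 also: 0% = DMSO wells and 100% = wells lacking the enzyme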
PfHsp40 rescue = compounds rescuing yeast from Plasmodium falciparum HSP40 toxicity | S. cerevisiae expressing PfHsp40, growth rescue, ATP luminescence | growth rescue, % at 12.5 µM | 0.68% of 340,000 active; in the data active = growth rescue above about 28%, passing the limit was not always enough;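 also: yeast W303a lacking pdr1 and pdr3 grown in galactose medium; growth measured after three days at 30 °C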
Mtb FBA inh = inhibits M. tuberculosis FBA enzyme | P9WQA3 | inhibition, % at 1 µM | 2.3% of 360,000 active | purified M. tuberculosis FBA, fluorescence read-out; in the data active = inhibition above about 27%;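 also: 0% = vehicle and 100% = reference inhibitor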
Target sequence (P9WQA3 whole entry, looked up): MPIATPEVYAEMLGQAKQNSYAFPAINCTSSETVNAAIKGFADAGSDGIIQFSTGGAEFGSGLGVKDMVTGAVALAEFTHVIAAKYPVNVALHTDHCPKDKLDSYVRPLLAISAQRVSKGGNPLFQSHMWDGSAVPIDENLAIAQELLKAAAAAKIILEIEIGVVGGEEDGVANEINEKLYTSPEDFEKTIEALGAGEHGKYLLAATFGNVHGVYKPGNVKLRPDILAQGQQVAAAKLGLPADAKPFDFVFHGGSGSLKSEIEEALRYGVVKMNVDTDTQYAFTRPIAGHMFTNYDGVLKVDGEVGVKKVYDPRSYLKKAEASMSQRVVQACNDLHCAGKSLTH
The depositor's hits bear a star; i = inactive; . = no result given; + = active, no number.

1) O=C(NCC1COc2ccccc2O1)C1CCN(S(=O)(=O)c2ccccc2)CC1 (configuration not stated)
2) CC1CCCCN1CCCNc1ccc(C(CC(N)=O)NC(=O)Cc2ccc(Br)cc2)cc1[N+](=O)[O-] (configuration not stated)
3) Cc1ccc(COc2ccc(/C=N/NC(=O)c3nnn(-c4nonc4N)c3COc3ccc(F)cc3)cc2)cc1
4) CCN(CC1CCCO1)C(=O)c1cc(COc2cc(C)c(Cl)c(C)c2)on1 (configuration not stated)
5) Cc1ccc(-n2c(SCC(=O)N3CC(=O)Nc4ccccc43)nc3ccccc3c2=O)cc1C
6) O=C(O)C1C2C=CC(C2)C1C(=O)NC1CCN(Cc2ccccc2)CC1 (configuration not stated)
7) O=C(O)c1cccc(NC(=S)NC(=O)c2ccc(-c3ccc(Cl)cc3)o2)c1
8) Cc1cccn2c(=O)c(/C=C(\C#N)C(=O)NC3CCS(=O)(=O)C3)c(N3CC(C)OC(C)C3)nc12 (configuration not stated)

| entry no. | 1 | 2 | 3 | 4 | 5 | 6 | 7 | 8 |
| --- | --- | --- | --- | --- | --- | --- | --- | --- |
| BioA inh | 2.7 | -1.4 | -2.3 | 0.1 | 1.9 | -3.8 | -0.8 | . |
| FadD28 binding | -3.5 | -0.1 | -1.1 | -4.5 | -1.7 | -4.7 | -1.4 | -3.3 |
| Yp Topo-I inh | 14 | -10 | 3 | 35 | 21 | 1 | 3 | -1 |
| TcdB GH inh | 2.1 | -0.7 | 0.8 | -0.8 | 1.0 | . | -1.4 | 2.4 |
| Mtb UGM inh | 2.2 | 3.7 | 2.1 | . | -0.9 | 0.5 | 1.4 | -0.4 |
| Vc quorum ag | -0.7 | i | -0.4 | -0.4 | i | i | -0.3 | -0.3 |
| GDH-TPI inh | -3 | -1 | -2 | 5 | 5 | -14 | 23 | 7 |
| PfHsp40 rescue | 0.1 | -1.4 | 0.3 | -0.6 | -0.4 | 1.0 | -0.7 | -1.4 |
| Mtb FBA inh | -5 | 2 | -3 | 0 | 2 | -2 | 4 | 120* |

9) O=C(CN1CCN(S(=O)(=O)c2ccc3ccccc3c2)CC1)N1CCc2ccccc2C1
10) CC(=O)Nc1ccc(N=Cc2c(O)c3ccccc3oc2=O)cc1
11) COc1ccc(S(=O)(=O)n2cnc3cc(C)c(C)cc32)cc1
12) O=c1cc(-c2ccsc2)oc2ccccc12
13) O=C1C=CC(=O)C=C1
14) CC1CN(S(=O)(=O)c2cccc(C(=O)N(CCc3ccccc3)Cc3ccccc3)c2)CC(C)O1 (configuration not stated)
15) CSc1nc(N)nc2c1ncn2CC(=O)NCc1ccccc1
16) O=C(NCCCc1ccccc1)c1ccncc1

| entry no. | 9 | 10 | 11 | 12 | 13 | 14 | 15 | 16 |
| --- | --- | --- | --- | --- | --- | --- | --- | --- |
| BioA inh | 0.5 | -0.3 | -0.9 | 6.3 | -4.3 | -0.9 | 0.0 | -0.1 |
| FadD28 binding | -3.1 | -0.5 | -3.0 | -2.8 | 0.3 | -2.3 | -0.7 | 1.2 |
| Yp Topo-I inh | 18 | 3 | -2 | 11 | -5 | 29 | 2 | 2 |
| TcdB GH inh | . | 0.9 | . | 3.1 | 1.6 | . | 0.5 | . |
| Mtb UGM inh | -3.3 | 0.1 | -0.4 | -4.1 | . | 0.7 | -2.5 | 2.0 |
| Vc quorum ag | -0.2 | -1.8 | i | i | -7.4 | i | -1.6 | i |
| GDH-TPI inh | -5 | 1 | 4 | 10 | 2 | -4 | 1 | 1 |
| PfHsp40 rescue | 1.0 | -1.3 | 0.7 | 1.2 | -1.5 | -0.1 | -2.6 | -1.0 |
| Mtb FBA inh | -2 | 1 | -6 | 10 | 5 | -1 | 4 | 0 |

17) Cc1cc(OCC(=O)NCc2ccncc2)ccc1Cl
18) Cc1ccc(NC(=O)CNCc2cccs2)c(Br)c1
19) CSc1nnc(-c2cc3c(s2)-c2ccccc2CC3)o1
20) COc1ccc(S(=O)(=O)N(CC(=O)N2CCOCC2)c2ccc(F)cc2)cc1OC
21) O=C1Cc2cccc3cccc1c23
22) CCCN(CC(=O)Nc1ccc(C(N)=O)cc1)CC(=O)Nc1cc(Cl)ccc1Cl
23) COc1ccc(C2C(O)C(c3c[nH]c4ccccc34)=NN2C(=O)CCl)cc1 (configuration not stated)
24) CCN(CC)C(=O)c1ccc(NC(=O)COc2ccc(-c3nn(C)c(=O)c4ccccc34)cc2)cc1

| entry no. | 17 | 18 | 19 | 20 | 21 | 22 | 23 | 24 |
| --- | --- | --- | --- | --- | --- | --- | --- | --- |
| BioA inh | -0.9 | 0.0 | . | -0.8 | -0.1 | -0.4 | 1.6 | 1.7 |
| FadD28 binding | -1.7 | -1.3 | -2.8 | 1.3 | -3.0 | -1.1 | -1.9 | -0.7 |
| Yp Topo-I inh | 4 | 0 | 43 | 3 | 6 | 21 | -2 | 21 |
| TcdB GH inh | 0.6 | 1.5 | . | 0.0 | . | 0.0 | 1.6 | -0.2 |
| Mtb UGM inh | 2.9 | 2.9 | -1.5 | 2.0 | -4.7 | 2.7 | -0.9 | -0.9 |
| Vc quorum ag | -12 | i | -0.8 | -0.2 | -2.0 | -0.2 | -0.3 | -0.3 |
| GDH-TPI inh | 4 | 7 | 17 | 0 | 10 | 2 | 19 | 2 |
| PfHsp40 rescue | 0.7 | -0.5 | 1.0 | 0.2 | 0.1 | -0.1 | -0.4 | 1.6 |
| Mtb FBA inh | 4 | 1 | + | -2 | 25 | -4 | 16 | 2 |

25) CSCCC(NC(=O)c1ccccc1)C(=O)O (configuration not stated)
26) CCn1c(COc2ccc3c(c2)CCCC3)nnc1SCC(=O)Nc1nccs1
27) CCn1c(SCC(=O)Nc2cccc(C)c2)nc2nc3c(cc2c1=O)COC(C)(C)C3
28) COc1cc2c(cc1OC)CN(C(=O)c1ccc3[nH]c(C)c(C)c3c1)CC2
29) CCOc1ccc(CNC(=O)C2CCCN(S(=O)(=O)N3CCC(C)CC3)C2)cc1OC (configuration not stated)
30) Cc1nn(C)cc1CN(C)C(=O)c1nn2c(c1Cl)NC(c1cccs1)CC2C(F)(F)F (configuration not stated)
31) Cc1ccc(-n2ncc3c(=O)[nH]c(SC(C)C)nc32)cc1
32) COc1ccc(C=O)cc1CSc1nnc(COc2cccc3cccnc23)o1

| entry no. | 25 | 26 | 27 | 28 | 29 | 30 | 31 | 32 |
| --- | --- | --- | --- | --- | --- | --- | --- | --- |
| BioA inh | . | . | 1.7 | 2.1 | -1.4 | 0.0 | 0.1 | 15 |
| FadD28 binding | 1.5 | -3.3 | -3.5 | -1.3 | -3.1 | -1.7 | -0.7 | 0.1 |
| Yp Topo-I inh | -3 | 0 | -6 | 10 | -10 | 25 | 0 | 13 |
| TcdB GH inh | 0.9 | 0.4 | 2.5 | 1.3 | 1.9 | . | 0.3 | . |
| Mtb UGM inh | 4.5 | -2.9 | -1.5 | 2.5 | . | 2.8 | 3.7 | -0.7 |
| Vc quorum ag | 0.2 | -0.2 | i | -0.5 | i | -0.4 | -0.2 | i |
| GDH-TPI inh | 6 | -12 | 4 | 10 | -4 | 4 | 8 | 0 |
| PfHsp40 rescue | . | 3.2 | 2.7 | 0.6 | . | -0.6 | -0.5 | 2.3 |
| Mtb FBA inh | 42* | -5 | -5 | 0 | -2 | -1 | 6 | 2 |

33) Cc1ccc(C(=O)Nc2nc(-c3cc(Cl)sc3Cl)cs2)cc1
34) CSC(C1CCCC1)n1nnc2ccccc21 (configuration not stated)
35) CCc1ccccc1NC(=O)Nn1cnnc1
36) O=S(=O)(Nc1ccc(-c2nc3ccccc3o2)cc1)c1ccccc1
37) Cc1cc(NC(=O)CCC(=O)N(c2ccc(C)c(F)c2)C(C(=O)NC2CCCC2)c2ccco2)no1 (configuration not stated)
38) O=C1CCNCCN1[C@H](CO)Cc1ccccc1
39) CC(CN1CCCCC1)NC(=O)c1cccs1 (configuration not stated)
40) CCOC(=O)CSc1nnc(Cc2cc(=O)[nH]c(=O)[nH]2)n1-c1ccc(Cl)cc1

| entry no. | 33 | 34 | 35 | 36 | 37 | 38 | 39 | 40 |
| --- | --- | --- | --- | --- | --- | --- | --- | --- |
| BioA inh | -1.9 | -3.0 | 0.3 | 2.7 | . | -0.7 | -0.4 | -3.6 |
| FadD28 binding | -0.6 | -2.4 | -0.3 | -1.2 | -3.8 | -0.1 | -2.9 | 1.2 |
| Yp Topo-I inh | 2 | 4 | 12 | -2 | 9 | 15 | -11 | 10 |
| TcdB GH inh | . | -4.1 | -2.2 | . | 0.8 | -6.4 | 0.3 | . |
| Mtb UGM inh | -0.8 | -0.5 | 1.8 | 3.5 | -0.1 | 0.5 | -0.4 | 2.9 |
| Vc quorum ag | -0.5 | 0.6 | -12 | i | -0.4 | -1.0 | -4.7 | -0.9 |
| GDH-TPI inh | 0 | 0 | -12 | 43* | 7 | 3 | 7 | 11 |
| PfHsp40 rescue | 0.0 | 2.7 | 0.1 | 5.4 | -0.7 | -1.5 | 0.5 | 0.8 |
| Mtb FBA inh | 3 | 1 | 0 | 87* | 1 | 2 | -1 | 1 |

41) C=CCOc1ccc(/C=N/NC(=O)C(C)Sc2ccccn2)cc1OC (configuration not stated)
42) CSc1ccccc1C(=O)N1CCC(n2nccc2NC(=O)C(C)(C)C)CC1
43) Brc1cccc(-c2nnc3n2CCC3)c1
44) CCCCn1c(N)c(N(C)C(=O)c2ccc(-n3cccn3)cc2)c(=O)[nH]c1=O
45) COc1ccc(C2(c3ccc(OC)cc3)NC(=O)NC2=O)cc1
46) COC(=O)COc1ccsc1C(=O)OC
47) Cc1cc(/C=N/NC(=O)CC2(C)OCCO2)c(C)n1-c1cc(Cl)cc(Cl)c1
48) Cc1ccc(CN(Cc2ccc(C)o2)C(=S)NCC(=O)O)cc1

| entry no. | 41 | 42 | 43 | 44 | 45 | 46 | 47 | 48 |
| --- | --- | --- | --- | --- | --- | --- | --- | --- |
| BioA inh | . | 0.1 | 0.9 | -1.3 | -0.3 | -1.5 | 2.6 | . |
| FadD28 binding | -3.0 | 1.1 | -0.4 | . | -3.2 | -0.6 | -1.7 | 0.0 |
| Yp Topo-I inh | 2 | -2 | 8 | -4 | 6 | 8 | 20 | 7 |
| TcdB GH inh | 1.2 | 0.7 | 1.3 | 0.3 | -0.4 | 0.6 | . | . |
| Mtb UGM inh | 1.2 | 0.7 | 0.6 | -0.4 | 2.3 | -1.3 | 2.0 | 1.0 |
| Vc quorum ag | -0.8 | . | -3.6 | i | i | i | -0.3 | -0.3 |
| GDH-TPI inh | 1 | 1 | 6 | -2 | 4 | -2 | 8 | 4 |
| PfHsp40 rescue | 1.2 | 0.1 | -1.2 | -0.2 | -1.2 | -0.8 | -1.7 | -0.7 |
| Mtb FBA inh | 0 | 0 | 0 | -1 | -6 | 1 | 6 | 0 |

49) Cn1c(Cn2c(=O)sc3ccccc32)nnc1SCC(=O)N1CCc2ccccc21
50) CC[C@]12c3[nH]c4cc(-c5ccco5)ccc4c3CCN1C(=O)[C@@H](CC(=O)NCCc1ccccn1)C[C@@H]2C(=O)N1CCN(C(=O)c2ccco2)CC1
51) FC(F)(F)c1ccccc1Cc1c(-c2ccc(Cl)cc2)nc2ccc(Br)cn12
52) Cc1cc(=O)oc2cc(OCC(=O)N3CCN(C(=O)C4COc5ccccc5O4)CC3)ccc12 (configuration not stated)
53) O=C(O)c1ccc(-c2cccc([N+](=O)[O-])c2)o1
54) Cc1cccc(C(=O)NCC(=O)OCC(=O)N2CCc3ccccc32)c1
55) COc1ccccc1/C=c1\sc2nc(-c3ccccc3OC)nn2c1=O
56) CSc1nc(N)nc(SCC(=O)C(C)(C)C)c1C#N

| entry no. | 49 | 50 | 51 | 52 | 53 | 54 | 55 | 56 |
| --- | --- | --- | --- | --- | --- | --- | --- | --- |
| BioA inh | 0.1 | 0.3 | 3.5 | 2.2 | . | . | -1.3 | 1.7 |
| FadD28 binding | -2.2 | -3.3 | -3.2 | -1.0 | 0.3 | -2.2 | -0.3 | -0.5 |
| Yp Topo-I inh | 8 | 47 | . | 26 | 5 | 12 | 9 | -6 |
| TcdB GH inh | 1.1 | 0.9 | 1.0 | 0.7 | 1.2 | -0.7 | . | . |
| Mtb UGM inh | -0.9 | . | . | -0.6 | 0.5 | -1.6 | 0.9 | 1.7 |
| Vc quorum ag | -0.4 | -0.4 | . | 6.2 | -0.7 | -0.3 | . | -0.4 |
| GDH-TPI inh | 3 | -1 | . | 16 | 9 | 4 | 7 | 7 |
| PfHsp40 rescue | -0.8 | 0.6 | . | 1.3 | -1.1 | -0.5 | -2.0 | 1.2 |
| Mtb FBA inh | 0 | 16 | 0 | 35* | 2 | 4 | 1 | 0 |
